Screens from PubChem BioAssay.
human PMI inhibitors: human PMI inhibitors, high substrate, primary screen, biochemical, fluorescence intensity, high mannose 6-phosphate (AID 1220); recombinant PMI enzyme, coupled fluorescence intensity; higher % means a stronger effect; one-dose inhibition, % at 20 µM; IC50 in µM for titrated hits; 0.66% of 190,000 active
West Nile virus CPE: West Nile virus antiviral activity, cell-based, CPE readout (AID 1621) | CPE inhibition, % at 10 µM; hits with a dose series show IC50 in µM | West Nile virus-infected cells, CPE inhibition; higher % means a stronger effect | 0.02% of 290,000 active; in the data active means a potency from the dose series; inconclusive means CPE inhibition mostly from about 3.7% at the one dose, without a potency; inactive means the rest, 99 in 100 with CPE inhibition below about 2.2%; further: strong numbers were not always called active
UTI89 phage lysis: inhibition of K1F phage lysis, E. coli UTI89, bacterial capsule biogenesis inhibitors, alamar blue (AID 488966); E. coli UTI89 K1F phage lysis, alamar blue, 2 h; higher % means a stronger effect; inhibition, % at 100 µM, or IC50 in µM where a hit was titrated; 0.02% of 340,000 active;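 active means phage lysis inhibition, versus mean bacterial control, above a set limit; inconclusive means no clear call, values can overlap the other calls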;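 further: capsule biogenesis inhibitors block K1F phage lysis so surviving cells raise fluorescence; higher fluorescence means more inhibition of phage lysis; actives were called in the ten point dose series up to 300 µM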
TNAP activators: human TNAP enzyme activators, primary screen, biochemical, luminescent, no phosphate acceptor, uHTS (AID 1001). Alkaline phosphatase, tissue-nonspecific isozyme (Homo sapiens). activation fold at 20 µM, or EC50 in µM where a hit was titrated. purified TNAP, luminescent activation assay, no phosphate acceptor; higher activation fold means a stronger effect. 0.03% of 200,000 active; in the data active means activation fold from about 3, or a potency from the dose series; inactive means the rest, 99 in 100 with activation fold below about 1.6; further: many of its hits are not listed in these tables
P. falciparum M1AAP: P. falciparum M1AAP inhibitors, biochemical, fluorogenic H-Leu-NHMec substrate, 1536-well (AID 1445) | Aminopeptidase N (Plasmodium falciparum (isolate 3D7)) | recombinant M1AAP, H-Leu-NHMec fluorogenic kinetic assay; higher % means a stronger effect | one-dose inhibition, % at 30 µM; IC50 in µM for titrated hits | 0.42% of 220,000 active;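 active means primary inhibition above the hit cutoff, then over 50% inhibition at one or more dose response concentrations, cut at about 23% in these data, passing the limit was not always enough; inconclusive means conflicting primary data, or primary hits not chosen for dose response; inactive means low primary inhibition, or under 50% at every dose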;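 further: plate controls were DMSO full reaction for no effect and no enzyme background for full effect; strong numbers were not always called active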
T cell modulator: modulators of CD8 T cell-vesicle binding, primary screen, mouse 2C CD8+ T cells, flow cytometry; 2C CD8+ T cell-vesicle binding; stronger effect = lower value; calls only at 7 µM; 0.068% of 330,000 active;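 active means response, share of CD8 T cells binding vesicles, and their 90th percentile fluorescence all below set limits, cut at about 80% in these data, passing the limit was not always enough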
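Test system: purified 2C TCR transgenic mouse naive CD8+ T cells. Probe or stimulus: QL9-peptide-loaded Drosophila micro-vesicles bearing Ld, ICAM-1 and B7-1. Incubation: binding step 1.5 h, 37 °C, antibody labelling 20 min, ice. Measured by: flow cytometry of vesicle-bound cells.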
RSV CPE inhibition: RSV antiviral activity via CPE protection, HEp-2 cells, primary 10 µM value included (AID 2391). 0.13% of 310,000 active. HEp-2 cells, RSV-induced CPE inhibition; higher % means a stronger effect. one-dose CPE inhibition, % at 10 µM; IC50 in µM for titrated hits; in the data active means a potency from the dose series; inconclusive means CPE inhibition mostly from about 23% at the one dose, without a potency; inactive means the rest, 99 in 100 with CPE inhibition below about 21%; further: strong numbers were not always called active
P. falciparum M17LAP: P. falciparum M17LAP inhibitors, primary screen, biochemical, fluorogenic H-Leu-NHMec substrate, 1536-well (AID 1619). 0.38% of 220,000 active. recombinant M17LAP, H-Leu-NHMec fluorogenic kinetic assay; higher % means a stronger effect. inhibition, % at 30 µM; hits with a dose series show IC50 in µM;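 active means compound inhibiting the enzyme by more than half at any dose during confirmatory dose-response retesting; inconclusive means strong single-dose inhibitors picked by rank but not retested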;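 further: plate controls were full reaction with DMSO carrier for no effect and no enzyme background for full effect; strong numbers were not always called active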
human PMI inhibition: inhibitors of human PMI, primary screen, biochemical, fluorescence intensity, coupled assay (AID 1209); Mannose-6-phosphate isomerase (Homo sapiens); purified PMI enzyme, coupled fluorescence intensity; higher % means a stronger effect; inhibition, % at 20 µM, or IC50 in µM where a hit was titrated; 0.42% of 190,000 active;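 further: plate controls were DMSO vehicle for no effect and wells lacking substrate for full effect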
T cell modulator vesicle-bound %: recorded beside T cell modulator, whose call it bears; double positive events, %; measured here: CD8+ vesicle-bound cell fraction;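 binding gate set so that unloaded-vesicle control wells show 10% double positive cells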
* hit, by the source's call; i = inactive; ? = inconclusive; · = not tested or not shown; [ ] = dose if it differs, or a comment. Unless noted, no stated cut-off is given here; in the data, active means inhibition above about 50%; inactive means the rest.

1) CC(C)(C)n1nnnc1C(c1cccnc1)N1CCN(c2ccccc2F)CC1 (stereo not drawn)
2) CC1CN(C(=O)CN(C)S(=O)(=O)c2ccc3ccccc3c2)CC(C)O1 (stereo not drawn)
3) COc1cc(Br)cc(/C=N/NC(=O)Cc2ccc(C(F)(F)F)cc2[N+](=O)[O-])c1O
4) COc1ccc(-c2cc(CNC(=O)CCl)on2)cc1
5) CNC(=O)CSc1n[nH]c(-c2cc(Cl)ccc2OC)n1
6) O=c1c2ccccc2c(-c2ccc(Br)cc2)nn1Cc1ccccc1

entry no.	1	2	3	4	5	6
human PMI inhibitors	-7%	·	-5%	-4%	-9%	4%
West Nile virus CPE	-0.1%	-0.3%	?	1.3%	-0.1%	0.0%
UTI89 phage lysis	0.4%	0.1%	1.0%[50 µM]	-0.9%	0.5%	-0.2%
TNAP activators	1	·	1.2	1.1	0.8	1
P. falciparum M1AAP	-2%	·	11%	6%	-1%	17%
T cell modulator	i	i	i	i	i	i
T cell modulator vesicle-bound %	54	20	11	57	28	23
RSV CPE inhibition	1.4%	1.1%	-2.1%	10%	0.5%	2.5%
P. falciparum M17LAP	-9%	·	8%	8%	-9%	20%
human PMI inhibition	0%	·	4%	-1%	-11%	7%

7) CCOCCCNC(=O)CSCc1nc(-c2ccc(SC)cc2)oc1C
8) O=C(CN1CCN(c2ncccn2)CC1)NCCC1=CCCCC1
9) COc1ccc(CN2CCN(Cc3cccc(F)c3)CC2)cc1OC
10) COc1ccc(CC(=O)Nc2ccc(-c3nnc(-c4ccccc4)o3)cc2)cc1
11) CC(C)c1ccc(C2/C(=C(/O)c3ccccc3)C(=O)C(=O)N2CCCN2CCOCC2)cc1 (stereo not drawn)
12) COC(=O)C1CCN(C(c2cccs2)c2sc3nc(C)nn3c2O)CC1 (stereo not drawn)

entry no.	7	8	9	10	11	12
human PMI inhibitors	2%	-6%	·	-4%	·	5%
West Nile virus CPE	-0.9%	0.2%	-0.4%	·	0.1%	0.0%
UTI89 phage lysis	0.4%	-1.8%	0.2%	-0.9%	0.3%	-1.7%
TNAP activators	1	1.1	·	1.1	·	0.9
P. falciparum M1AAP	-6%	-8%	·	5%	·	·
T cell modulator	i	i	i	i	i	i
T cell modulator vesicle-bound %	64	7	26	16	29	24
RSV CPE inhibition	2.3%	0.9%	-0.1%	2.0%	0.2%	-0.1%
P. falciparum M17LAP	-3%	7%	·	6%	·	·
human PMI inhibition	-3%	6%	·	2%	·	1%

13) CC(CCc1ccccc1)NC(=O)C(Cc1ccccc1)NC(N)=O (stereo not drawn)
14) N/C(=N\OC(=O)c1cccc(Br)c1)c1ccccc1
15) Cn1cc(Br)c(C(=O)NN2C(=O)C3C4C=CC(C5CC45)C3C2=O)n1 (stereo not drawn)
16) CCn1ncc(NC(=S)NCCc2ccc(OC)c(OC)c2)c1C(N)=O
17) CCc1ccc(NC(=O)c2cnn(-c3ccccc3)c2C2CCNCC2)cc1
18) Cc1ccc(N(CC(=O)NCCSc2nc3ccccc3s2)S(=O)(=O)c2ccccc2)c(C)c1

entry no.	13	14	15	16	17	18
human PMI inhibitors	·	-2%	2%	0%	-16%	4%
West Nile virus CPE	-0.6%	?	-0.2%	-0.1%	-0.6%	-1.6%
UTI89 phage lysis	0.2%	1.9%	0.4%	-0.7%	-0.1%	-0.9%[50 µM]
TNAP activators	·	1.1	1.1	1.1	1	1.1
P. falciparum M1AAP	·	-5%	5%	8%	-8%	4%
T cell modulator	i	i	i	i	i	i
T cell modulator vesicle-bound %	49	42	29	29	53	47
RSV CPE inhibition	1.1%	·	4.2%	6.0%	0.4%	6.5%
P. falciparum M17LAP	·	3%	-5%	-2%	0%	-5%
human PMI inhibition	·	-3%	7%	3%	-28%	14%

19) COc1cc(-c2nn3c(COc4ccccc4)nnc3s2)cc(OC)c1OC
20) Cc1cccc(NC(=O)CCNS(=O)(=O)c2cccc3nonc23)c1
21) COc1cc(CN2CCC(C(=O)N3CCN(c4ccccc4F)CC3)CC2)cc(OC)c1OC
22) O=C(NC1CC2CCCC(C1)N2C(=O)Nc1ccccc1)c1ccncc1 (stereo not drawn)
23) COc1ccc(/C=N/NC(=O)c2cc[n+]([O-])cc2)cc1OC
24) Clc1ccc(CSc2nnc(CN3CCOCC3)n2-c2ccccc2)cc1Cl

entry no.	19	20	21	22	23	24
human PMI inhibitors	6%	4%	9%	-1%	·	4%
West Nile virus CPE	-0.1%	-0.4%	-0.5%	-0.3%	0.4%	0.6%
UTI89 phage lysis	0.1%	-0.2%	0.3%	0.2%	-0.3%	0.3%
TNAP activators	1.1	1.1	1.1	1.1	·	1
P. falciparum M1AAP	-2%	4%	-3%	5%	·	-1%
T cell modulator	i	i	i	i	i	i
T cell modulator vesicle-bound %	19	50	17	9	26	38
RSV CPE inhibition	0.7%	-1.7%	-3.2%	1.2%	1.7%	12%
P. falciparum M17LAP	-1%	-1%	10%	4%	·	7%
human PMI inhibition	3%	6%	15%	2%	·	9%

25) O=C(CN1C(=O)/C(=C\c2ccccc2Cl)Oc2ccccc21)NCc1cccnc1
26) CC(C)n1c(N)c(C#N)c2ccc([N+](=O)[O-])cc2c1=O
27) CC(C)OC(=O)NC(C)(C)COC(=O)Nc1cccc(Cl)c1
28) CCOc1ccc(C(=O)N2CCCC(c3nc(-c4cccs4)no3)C2)cc1 (stereo not drawn)
29) COc1ccc(CCNC(=O)CSc2n[nH]c(N)n2)cc1
30) O=C(N1CCCCCC1)N1CCN(S(=O)(=O)N2CCCCC2)CC1

entry no.	25	26	27	28	29	30
human PMI inhibitors	7%	·	1%	·	·	6%
West Nile virus CPE	1.7%	-0.1%	-0.6%	-0.3%	0.1%	-0.1%
UTI89 phage lysis	0.3%	0.1%[50 µM]	0.6%	-0.1%	0.0%	0.5%
TNAP activators	1.2	·	1.1	·	·	1.1
P. falciparum M1AAP	30%	0%	-2%	6%	·	13%
T cell modulator	i	i	i	i	i	i
T cell modulator vesicle-bound %	38	23	54	18	40	44
RSV CPE inhibition	-3.2%	0.2%	-0.4%	19%	0.7%	2.2%
P. falciparum M17LAP	-2%	-4%	3%	2%	·	12%
human PMI inhibition	10%	·	2%	·	·	6%

31) COc1ccc(C(=O)Nc2cc(C)nn2-c2ccc(C)cc2)cc1
32) CC1(C)Cc2nc3oc4c(N(CCO)Cc5ccccc5)ncnc4c3cc2CO1
33) COc1ccc(OC)c(C(=O)Cn2c3[n+](c4ccc(C(F)(F)F)cc42)CCCCC3)c1
34) CCOC(=O)c1ccccc1NC(=O)COc1ccccc1
35) CC(CN1CCOCC1)OC(=O)/C=C/c1ccccc1 (stereo not drawn)
36) COc1ccc(C(CNC(=O)c2ccc(S(=O)(=O)N3CCCC3)cc2)N(C)C)cc1OC (stereo not drawn)

entry no.	31	32	33	34	35	36
human PMI inhibitors	·	18%	2%	3%	-3%	-1%
West Nile virus CPE	0.2%	0.0%	0.0%	-0.6%	0.0%	0.0%
UTI89 phage lysis	0.3%	-0.2%	1.3%	-1.4%	-1.7%	0.4%
TNAP activators	·	1.1	1.1	1.1	1.1	1.1
P. falciparum M1AAP	·	12%	8%	-1%	-5%	-10%
T cell modulator	i	i	i	i	i	i
T cell modulator vesicle-bound %	22	9	55	48	54	25
RSV CPE inhibition	0.7%	11%	-0.6%	7.7%	0.3%	0.8%
P. falciparum M17LAP	·	-3%	9%	5%	-4%	-10%
human PMI inhibition	·	12%	-1%	8%	-12%	-2%

Taken from above:
no. 34 in UTI89 phage lysis: -1.4%
no. 33 in P. falciparum M17LAP: 9%
no. 36 in TNAP activators: 1.1
no. 31 in T cell modulator vesicle-bound %: 22

Following part
37) O=C(c1ccc(Cl)cc1)N1CCCC(c2ccccc2)=N1
38) N=c1oc2ccc3ccccc3c2cc1-c1nc(-c2ccccc2)cs1
39) Cn1ncc(C#N)c1/N=C/N1CCOCC1
40) Cc1ccc(C(=O)C[n+]2cc(Br)cc(Br)c2)cc1[N+](=O)[O-]
41) Cc1cc(C(c2nnnn2Cc2ccccc2)N2CCOCC2)c(C)n1-c1ccc2c(c1)OCO2 (stereo not drawn)
42) O=C(NCC1CCCO1)c1ccccc1-c1nc(-c2ccccc2)no1 (stereo not drawn)
43) COc1ccccc1CNC(=O)c1cccc(N(C)C)c1
44) CC1(C)CC(=O)CC(C)(C)N1OC(=O)c1ccncc1

entry no.	37	38	39	40	41	42	43	44
human PMI inhibitors	9%	30%	18%	-8%	36%	4%	3%	2%
West Nile virus CPE	-0.7%	-0.5%	0.2%	-0.1%	0.5%	-0.1%	-0.2%	-0.1%
UTI89 phage lysis	1.8%	0.3%	1.9%	-1.1%	-0.1%	0.5%	-0.8%	-0.3%
TNAP activators	1	1	1.1	1	1.1	1.1	1.1	1.1
P. falciparum M1AAP	2%	5%	5%	8%	2%	-4%	4%	-3%
T cell modulator	i	i	i	i	i	i	i	i
T cell modulator vesicle-bound %	38	45	44	45	25	56	54	18
RSV CPE inhibition	4.4%	4.1%	4.7%	1.2%	3.1%	-0.2%	2.3%	0.3%
P. falciparum M17LAP	-7%	-1%	0%	-9%	2%	8%	-14%	2%
human PMI inhibition	13%	24%	16%	-20%	14%	0%	1%	6%

Reprinted: entries 38 to 40
38) N=c1oc2ccc3ccccc3c2cc1-c1nc(-c2ccccc2)cs1
39) Cn1ncc(C#N)c1/N=C/N1CCOCC1
40) Cc1ccc(C(=O)C[n+]2cc(Br)cc(Br)c2)cc1[N+](=O)[O-]

entry no.	38	39	40
human PMI inhibitors	30%	18%	-8%
West Nile virus CPE	-0.5%	0.2%	-0.1%
UTI89 phage lysis	0.3%	1.9%	-1.1%
TNAP activators	1	1.1	1
P. falciparum M1AAP	5%	5%	8%
T cell modulator	i	i	i
T cell modulator vesicle-bound %	45	44	45
RSV CPE inhibition	4.1%	4.7%	1.2%
P. falciparum M17LAP	-1%	0%	-9%
human PMI inhibition	24%	16%	-20%
